Screens: PubChem BioAssay, The Scripps Research Institute Molecular Screening Center
TTR transcr act = TTR transcription activation, primary screen; 1.3% of 92,000 active; SH-SY5Y TTR promoter Gaussia luciferase, luminescence; 100% = recombinant luciferase protein wells; activation, % at 16.7 µM;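 active = activation above the mean of all tested compounds plus 3 SD, cut at about 9.5% in these data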;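 note: cells exposed to compounds for one day before reading; 0% = median of all test compound wells on the plate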
Active calls of the source: *.

SMILES | TTR transcr act
CC(=O)c1c(C)oc2ccc(N(C(C)=O)S(=O)(=O)c3cccc4cccnc34)cc12 | -4.2
Clc1ccccc1CSc1nnc([C@@H]2CCCN2)o1 | 1.3
COc1ccc(C(=O)NC(=S)N2CC(C)OC(C)C2)cc1OC (stereo unspecified) | 2.2
COc1ccc(-c2cc3ccccc3oc2=O)cc1NC(=O)c1ccc(Br)o1 | -2.4
O=C(CN1C(=O)NC2(CCCCC2)C1=O)Nc1ccc(N2CCCCC2)cc1 | 10*
COc1ccc(-n2c(SCC(=O)N3CCCCC3)nnc2-c2cccnc2)cc1 | 3.8
COC(=O)c1ccc2c(=O)n(CCCCCC(=O)NCc3ccccn3)c(=O)[nH]c2c1 | -2.5
C[C@H](CO)N1C[C@H](C)[C@@H](CN(C)C)Oc2c(NC(=O)c3ccncc3)cccc2C1=O | 0.3
O=C(c1cc2c(s1)CCCC2)N1CCN(CCO)CC1 | 0.4
COc1ccccc1Cc1c(-c2ccc(C)cc2)nc2ccc(Br)cn12 | -1.1
C/C=C(/C)C(=O)Nc1cccc(C2=NOC3(C2)C[C@H](C(N)=O)N(C(=O)c2ccc(Cl)cc2)C3)c1 (stereo partly specified) | 2.7
O=C(c1ccco1)N1CCN(c2ccc(N3CCCCC3)nn2)CC1 | 0.7
CC(C)(O)C#Cc1ccc(C(=O)N2CCCC(CCC(=O)NCc3ccccc3F)C2)cc1 (stereo unspecified) | -0.9
CCCC(=O)Nc1ccc(C(=O)NN2C(=O)c3ccccc3C2=O)cc1 | -1.2
COc1ccc(S(=O)(=O)N2CCN(c3ccccc3OC)CC2)cc1OC | 1.1
CCCCCOc1ccc(NC(=O)c2cc(SC)ccc2Cl)cc1 | 0.8
COc1ccc(C(=O)COc2ccc(C(C)=O)cc2OC)cc1OC | 0.1
Cc1ccc(F)cc1NC(=O)CCOc1ccccc1 | 0.9
Nc1nonc1-n1nnc(C(=O)N/N=C/c2ccccc2F)c1CN1CCOCC1 | 0.8
Cc1nc(-c2ccccc2)sc1C1(C)CC(c2ccc(C#N)cc2)=NO1 (stereo unspecified) | -2.0
Cc1ccc(S(=O)(=O)N2CCN(CC(=O)N/N=C\c3ccccn3)CC2)cc1 | -1.2
CCc1cccc(OCC(=O)Nc2cc(S(=O)(=O)N3CCOCC3)ccc2N2CCCC2)c1 | -1.4
Cc1ccc(C)c(N2CCN(C(=O)C3CCC3)CC2)c1 | 0.8
Cc1nn(-c2ccccc2)c2c1C(c1ccc([N+](=O)[O-])cc1)N1C(=N2)C(=O)Nc2ccccc21 (stereo unspecified) | -3.6
Cc1ccc(CS(=O)(=O)CCC(=O)NCCN(C)Cc2ccccc2)cc1 | 0.0
CCOC(=O)CCCCCC(=O)Nc1ccc2c(c1)C(=O)N([C@@H](C)CO)C[C@H](C)[C@H](CN(C)C(=O)c1ccccc1)OCCCC[C@H](C)O2 | 3.8
COc1ccc(C(=O)N/C=C/n2cnc3cc(C(F)(F)F)ccc32)cc1 | 1.1
C(CNC1C2CC3CC(C2)CC1C3)CN1CCOCC1 (stereo unspecified) | 0.3
CCOC(=O)C1CCCN(c2c(N3CCN(C)CC3)c(=O)c2=O)C1 (stereo unspecified) | -0.8
Cc1ccc(NC(=O)/C(=C\C=C\c2ccccc2)NC(=O)c2ccccc2)cc1 | 6.1
COc1ccc(CCNC(=O)CSc2nc3[nH]ncc3c(=O)n2-c2cccc(C(F)(F)F)c2)cc1OC | 2.8
O=C(CNCc1ccc(Cl)cc1)N1CCc2ccccc2C1 | 1.3
COc1ccc2cc3cc(C(=O)N4CCCC(C)C4)oc3nc2c1 (stereo unspecified) | -3.3
Cn1cnc([N+](=O)[O-])c1Cl | -0.7
Nc1cc(Cl)nc(N/N=C/c2ccccc2[N+](=O)[O-])n1 | -4.2
O=C(O)CC1(CC(=O)Nc2cc(F)ccc2Cl)CCCCC1 | -1.5
CC1(C)CC(=O)C(C(c2ccc(F)cc2)C2C(=O)CC(C)(C)CC2=O)C(=O)C1 | 0.5
COc1ccc(OCCN2CCC(C(=O)NC(C)c3cccc4ccccc34)CC2)cc1 (stereo unspecified) | -1.0
CCn1c(/C=C/c2ccccc2F)nc2ccccc2c1=O | -2.5
CCCCNC(=O)O[C@H]1C[C@@H]2CCN3C(=O)CCC[C@H]([C@H]1Cc1ccccc1)[C@H]23 | -1.3
O=C(NCCN1CCOCC1)C1CCC(=O)N1Cc1ccccc1Cl (stereo unspecified) | -0.5
N/C(=N\OC(=O)c1ccc(Br)cc1)c1ccccc1 | -1.1
COc1ccc(S(=O)(=O)N2CCN(C(=O)c3ccco3)CC2)cc1C(C)(C)C | 6.7
COc1cc(CNC2CCCCC2OC)cc(OC)c1OC (stereo unspecified) | 3.1
COc1ccc(CNC(=O)CCCN2C(=O)c3ccccc3C2=O)cc1 | 0.8
OCCC1CN(Cc2cccc(OC3CCCC3)c2)CCN1Cc1ccsc1 (stereo unspecified) | 0.4
CS(=O)(=O)Nc1ccc(S(=O)(=O)NCCc2ccccc2)cc1 | 0.9
N/C(=N\OC(=O)CCCOc1ccccc1)c1ccccc1 | -1.9
COc1cc(C2NC(=O)C(C#N)=C(Nc3cccc(C)c3)S2)ccc1O (stereo unspecified) | -2.0
CCc1nc2ccc(C(=O)N3CCN(S(=O)(=O)CC)CC3)cn2c1N(C)C(=O)C1CCCCC1 | 0.4
COc1ccc(C(=S)N2CCCC2)cc1Br | 1.4
CCCCn1c(N)c(N(CC)C(=O)c2cccc(S(=O)(=O)N3CCCc4ccccc43)c2)c(=O)[nH]c1=O | -0.9
CCOc1cc(C(=S)N2CCCC2)ccc1OCc1ccccc1 | 0.7
Cc1cc(S(=O)(=O)N2CCCC(N(C)CCc3ccccn3)C2)c(C)s1 (stereo unspecified) | -1.7
O=C(c1cccc(N2C(=O)C3CC=CCC3C2=O)c1)N1CCCCCC1 (stereo unspecified) | 1.1
Cc1ccc(CN2C(=O)C(C)Sc3ccc(C#N)cc32)cc1 (stereo unspecified) | -0.5
CCn1c(=O)cc(N2CCN(c3cccc(C(F)(F)F)c3)CC2)[nH]c1=O | 0.8
CCOC(=O)c1sc(NC(=O)CCN2CCN(C)CC2)c(C(=O)OCC)c1C | 1.4
C=CCc1cccc2cc(C(=O)Nc3cccc(C(=O)O)c3)c(=O)oc12 | -0.2
COc1cccc(CNC(=O)C2CCCN(S(=O)(=O)c3c(C)noc3/C=C/N(C)C)C2)c1 (stereo unspecified) | -0.9
Later entries.
SMILES | TTR transcr act
Cc1cccc(C)c1NC(=O)CN(C)C(=O)[C@H](C)NC(=O)c1ccco1 | -1.1
COc1ccc(-c2noc(C(=O)NCc3ccccc3Cl)n2)cc1OC | -0.7
CCOC(=O)CCCNC(=O)CN1C(=O)NC(CCc2ccccc2)C1=O (stereo unspecified) | -1.6
O=S(=O)(c1ccc(N2CCN(Cc3ccc4c(c3)OCO4)CC2)nc1)N1CCOCC1 | 1.3
CCCCNC(=O)Nc1ccccn1 | 4.4
CC1CN(Cc2nc3c(c(=O)n(C)c(=O)n3C)n2CCc2ccccc2)CC(C)O1 (stereo unspecified) | 2.4
O=C(CN1C(=O)COc2ccc(Cl)cc21)Nc1nccs1 | 3.4
COc1ccc(CN(C)Cc2cc(=O)oc3cc(C)c(C(C)C)cc23)cc1OC | 5.4
NS(=O)(=O)c1cccc(NC(=O)c2cccc3c(Br)cccc23)c1 | -1.0
O=C(NC1CCCC1)c1ccc(Br)s1 | -1.6
CCCCCCCCn1ccc(=N)cc1 | -4.6
O=C(CCc1c[nH]c2ccccc12)OCc1cccc([N+](=O)[O-])c1 | 0.0
OCC1OC(n2cnc3c(SCc4ccccc4)nc(F)nc32)C(O)C1O (stereo unspecified) | 2.3
O=C(OC1CCOC1=O)c1cc(S(=O)(=O)N2CCOCC2)c(Cl)cc1Cl (stereo unspecified) | -1.9
C/C(=N/NC(=O)c1cccs1)c1cccs1 | 1.1
Cc1ccccc1S(=O)(=O)N(C)C[C@@H]1OCc2cnnn2CCCC(=O)N([C@H](C)CO)C[C@H]1C | 0.9
O=C(O)c1cccc(N/N=C/c2cccc3ccccc23)c1 | 2.8
CCOC(=O)N1CCN(c2c(F)cc3[nH]c(=S)[nH]c3c2Br)CC1 | -2.0
COC(=O)c1c(-c2ccc(C(C)(C)C)cc2)csc1NC(=O)C1C2CCC(O2)C1C(=O)O (stereo unspecified) | 1.5
O=C1c2ccccc2S(=O)(=O)c2cc(C(=O)N3CCN(C(=O)c4ccccc4)CC3)ccc21 | 0.1
COC(=O)Nc1nnc(CC(=O)Nc2ccccc2C)s1 | 1.6
Cn1c(-c2csc(-c3ccccc3)n2)n[nH]c1=S | 1.2
COc1ccc(C(=O)COC(=O)Cn2nnc3ccccc32)cc1Br | -1.3
CN(C)c1ccc(/C=C2\CCC/C(=C\c3ccccc3)C2=O)cc1 | 1.1
COc1ccc(OC)c(-c2cc(C(=O)N/N=C/c3ccc(F)cc3)c3ccccc3n2)c1 | -1.5
Cn1cnnc1SCC(=O)Nc1ccc(Oc2ccccc2)cc1 | -0.4
O=C(CNC(=O)c1ccccc1)NCc1nc2ccccc2[nH]1 | 0.9
COc1ccc2nc(NC(=O)c3ccccc3F)sc2c1 | 0.5
C=C(c1ccccc1)c1ccccc1N | 2.8
COc1ccccc1CCC(=O)Nc1ccc(OC)c(S(=O)(=O)N2CCCCC2)c1 | -2.4
Nc1c(C(=O)Nc2nccs2)sc2nc(-c3cccs3)cc(C(F)(F)F)c12 | 1.7
CN(Cc1ccccc1)C(=O)c1cccc(NC(=O)Cc2ccc(NC(=O)C3CCN(S(=O)(=O)c4cccc([N+](=O)[O-])c4)CC3)cc2)c1 | -0.1
COc1ccc(-c2nc(CS(=O)(=O)CC(=O)NCc3ccccc3OC)c(C)o2)cc1 | 0.8
O=C(O)c1cccc(-c2ccc3c(c2)OCO3)c1 | 0.6
COc1ccc(S(=O)(=O)N2CCCCC2)cc1NC(=O)c1ccc(CS(C)(=O)=O)cc1 | 1.1
Cc1ccc(C(=O)Nc2ccc(OCc3ccccc3)cc2)s1 | 0.3
CCCCN1C(=O)C(O)(CC(=O)c2c(C)coc2C)c2ccccc21 (stereo unspecified) | -1.2
COc1ccc(C2/C(=C(\O)c3ccc4c(c3)OCCO4)C(=O)C(=O)N2CCCn2ccnc2)cc1 (stereo unspecified) | -2.5
c1ccc2[nH]c(-c3ccncc3)nc2c1 | 0.1
COc1cccc(C(O)CC(N)=O)c1 (stereo unspecified) | 0.4
CC(C)C[C@H](NC(=O)c1[nH]cnc1C(=O)N[C@@H](Cc1ccccc1)C(=O)OC(C)(C)C)C(=O)OC(C)(C)C | -5.3
Fc1cccc(Nc2ncnc3c2cnn3-c2ccccc2)c1 | -1.6
Cc1c(C(=O)Nc2ccc(Cc3ccncc3)cc2)cccc1[N+](=O)[O-] | 1.9
CCCCOC(=O)C1CN(c2ccccc2)N=C1C(=O)OCC (stereo unspecified) | 2.7
CC(=O)Nc1nonc1-c1nc2ccccc2n1C | -1.8
Cc1nc(C)c(-c2csc(Nc3ccc(O)c(C(=O)O)c3)n2)s1 | -1.3
COc1ccc(C(=O)NNC(=O)Cc2ccc(-c3ccccc3)cc2)cc1OC | -0.4
O=C1c2ccccc2NC(c2ccc(Br)o2)N1O (stereo unspecified) | 0.2
O=C1NC(=O)c2c(Br)c(Br)c(Br)c(Br)c21 | -0.4
CC(=O)N1CCN(c2ccc(NC(=O)c3cccc(OCc4ccccc4)c3)cc2)CC1 | -3.9
CC1NC(=S)N(C2CCCCC2)C1=O (stereo unspecified) | 0.1
COc1ccccc1CNc1cccc(C)n1 | 0.0
COc1ccc(/C=C/C(=O)c2ccc(NC3=NCCCS3)cc2)cc1OC | -1.3
O=C(CSc1nc2ccccc2c(=O)n1-c1ccccc1)NCc1ccco1 | -2.0
O=C(N/N=C/c1c[nH]c2ccccc12)c1ccn(Cc2ccc(Cl)cc2Cl)n1 | -3.0
O=C(NCc1ccccc1)c1nc[nH]c1C(=O)N1CCc2ccccc2C1 | 7.5
COc1ccc(C2=NOC(C(=O)N(C)Cc3ccccc3)C2)cc1 (stereo unspecified) | -1.9
O=C(C1CCN(S(=O)(=O)c2ccccc2F)CC1)N1CCc2ccccc2C1 | -0.7
CC(C)c1ccc(-c2nnc(SCC(=O)NC3CC3)n2C)cc1 | -0.9
CN(Cc1c(F)cccc1Cl)C(=O)c1cccc(S(=O)(=O)NCc2ccccc2)c1 | -0.2
O=C(c1ccc(-c2ccccc2)cc1)C1CCCN(C(=O)c2cncs2)C1 (stereo unspecified) | -1.2

An excerpt; count on the stated rates, not on these rows.
